# PPARg SRC2 recr = agonists of SRC-2 recruitment by human PPARgamma; AID 1032; PPARgamma LBD-SRC-2 recruitment, biochemical; activation, % at 8 µM; hit rate 0.34% among 200,000; in the data active = activation above about 22%;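 note: 0% = vehicle and 100% = reference agonist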
# Target sequence (P37231 whole entry, looked up, the tested form may be a part): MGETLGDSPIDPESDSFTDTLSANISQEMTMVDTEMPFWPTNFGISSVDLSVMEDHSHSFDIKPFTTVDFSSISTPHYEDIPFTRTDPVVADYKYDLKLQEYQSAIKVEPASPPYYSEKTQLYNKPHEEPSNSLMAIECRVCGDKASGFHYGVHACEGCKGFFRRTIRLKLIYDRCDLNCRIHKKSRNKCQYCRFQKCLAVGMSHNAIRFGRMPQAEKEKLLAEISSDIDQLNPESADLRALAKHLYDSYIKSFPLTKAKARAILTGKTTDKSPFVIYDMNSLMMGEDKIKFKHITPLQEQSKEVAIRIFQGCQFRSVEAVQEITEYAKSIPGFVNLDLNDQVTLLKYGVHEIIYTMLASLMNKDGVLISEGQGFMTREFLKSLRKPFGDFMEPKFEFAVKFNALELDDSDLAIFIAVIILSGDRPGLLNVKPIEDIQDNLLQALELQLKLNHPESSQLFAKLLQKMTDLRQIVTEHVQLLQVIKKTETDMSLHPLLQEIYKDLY
# STAT1 inh = inhibitors of IFN-gamma induced STAT1 signaling; NIH 3T3 STAT1-luciferase reporter, luminescence; hit rate 0.35% among 200,000; inhibition, % at 5.5 µM;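 active = inhibition above a set limit, the mean inhibition across all tested compounds plus 3 SD, cut at about 34% in these data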;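 note: 0% = IFN-gamma with DMSO and 100% = IFN-gamma with 300 µM nifuroxazide; values of inactives mirror those of a sister screen read the other way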
# TLR4 MyD88 comp = inhibitors of human TLR4-MyD88 binding; AID 861; hit rate 0.18% among 200,000; HeLa CL3-4 TLR4/MyD88 BLA complementation, FRET ratio; inhibition, % at 8.4 µM; in the data active = inhibition above about 25%;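 note: 0% = vehicle and 100% = reference inhibitor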
# S1P3 antagonist = S1P3 (human) receptor antagonism; Q99500; CHO S1P3 NFAT-BLA reporter, FRET fluorescence, antagonist mode; inhibition, % at 4.98 µM; hit rate 0.27% among 170,000; AID 485;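 active = inhibition above the plate cutoff, the mean inhibition of test wells on that plate plus 3 SD, cut at about 28% in these data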;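 note: cells challenged with S1P at its EC80 of 0.8 µM; blue over green emission ratio from cleaved BLA substrate after 4 h stimulation; 0% = S1P-stimulated wells and 100% = unstimulated DMSO-only wells; some compounds past the cut are filed as inactive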
# PPARg SRC-1 ag = agonists of human PPARgamma SRC-1 coactivator recruitment; PPARgamma-SRC-1 coactivator recruitment biochemical assay; activation, % at 8 µM; hit rate 0.41% among 200,000; in the data active = activation above about 19%;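 note: 0% = DMSO and 100% = reference agonist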
# ROMK primary = modulates human ROMK potassium channel activity | P48048 | Tet-inducible ROMK, thallium flux fluorescence; actives lie on both sides | hit rate 2% among 130,000 | B-score at 10 µM;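 active = signal ratio slope over the read window, or its plate-corrected B-score, at least 3 SD from the plate mean, either direction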;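 note: B-score of the F/F0 ratio slope over 7 to 12 s after thallium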
# Target sequence (P48048 whole entry, looked up): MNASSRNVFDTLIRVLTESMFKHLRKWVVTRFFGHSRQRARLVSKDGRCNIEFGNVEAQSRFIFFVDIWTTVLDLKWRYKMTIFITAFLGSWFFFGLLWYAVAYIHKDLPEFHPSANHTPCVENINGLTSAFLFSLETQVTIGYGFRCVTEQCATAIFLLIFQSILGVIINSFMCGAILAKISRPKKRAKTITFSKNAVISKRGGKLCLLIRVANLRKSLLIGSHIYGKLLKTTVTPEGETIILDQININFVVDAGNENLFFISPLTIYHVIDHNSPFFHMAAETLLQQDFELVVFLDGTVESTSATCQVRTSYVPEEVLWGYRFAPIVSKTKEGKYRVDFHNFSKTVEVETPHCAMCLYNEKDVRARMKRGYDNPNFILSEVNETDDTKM
# SRC2 TRFRET art = TR-FRET artefact, counter-screen to PPARgamma/SRC-2 agonist assay; stronger effect = higher value; TR-FRET ratio at 8 µM; hit rate 0.4% among 200,000; in the data active = TR-FRET ratio above about 2000; note: inactives centre near 1500
# STAT3 inh = inhibitors of IL-6 induced STAT3 signaling. U3A cells, IL-6 STAT3-luciferase reporter, luminescence; host cell line lacks STAT1. inhibition, % at 5.5 µM. AID 862. hit rate 0.89% among 190,000;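 active = inhibition above the mean inhibition across all screened compounds plus 3 SD, cut at about 44% in these data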;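 note: 0% = DMSO only wells and 100% = 100 µM nifuroxazide control wells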
# RAM inhibit = yeast RAM network inhibition; S. cerevisiae dse1pr::URA3 reporter, 5-FOA growth OD615, 2 d; analog-sensitive cbk1-as2 kinase mutant strain; inhibition, % at 50 µM; hit rate 1.8% among 190,000;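 active = inhibition above a set limit, 3 SD over mean compound inhibition, cut at about 8.4% in these data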;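 note: 0% = DMSO-only wells with no growth and 100% = 10 µM 1-NA-PP1 full growth; inhibition rescues growth on 5-FOA so higher OD means more RAM inhibition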
# STAT3 act = increases IL-6 driven STAT3 reporter signal | activation (% of control), % at 5.6 µM | U3A cells, IL-6 STAT3-luciferase reporter, luminescence; 100% = signal with IL-6 EC80 alone | hit rate 0.91% among 190,000 | AID 871;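 active = activation above the screen-wide mean of compound activation plus 3 SD, cut at about 130% in these data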;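 note: 0% = background luminescence of wells with medium and substrate only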
#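 Test system: Human STAT1-deficient U3A cells with stable STAT3-luciferase reporter | Also added: Interleukin-6, 33 ng/mL | Timing: Compound pre-incubation 1 h before IL-6, then 6 h stimulation at 37 °C | Technique: Luciferase reporter luminescence | Read-out: Percent of IL-6-only median luminescence | Benchmarks: IL-6-only wells as 100% reference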
# PPARg SRC3 recr = promotes SRC-3 coactivator recruitment by human PPARgamma | P37231 | activation, % at 8 µM | biochemical PPARgamma/SRC-3 coactivator recruitment assay | hit rate 0.26% among 200,000 | AID 731; in the data active = activation above about 23%;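 note: 0% = DMSO and 100% = reference agonist; some compounds past the cut are filed as inactive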
# Numbers without * were called inactive; x = no result given.
nr	SMILES	STAT3 inh	STAT3 act	PPARg SRC3 recr	RAM inhibit	SRC2 TRFRET art	PPARg SRC2 recr
1	O=C(CCc1ccccc1)NNC(=O)c1ccccn1	-4	110	-2	1.2	1485	-3
2	COc1ccc(C2c3c(oc4ccccc4c3=O)C(=O)N2c2ccccn2)cc1OC (stereo unspecified)	x	x	2	5.3	1588	3
3	Cc1noc(C)c1C(=O)N1CCN(Cc2ccc3c(c2)OCO3)CC1	0	103	1	1.1	1600	3
4	CC1CCC2(CC1)NC(=O)N(Cc1nnc(-c3cccs3)o1)C2=O (stereo unspecified)	8	96	8	0.9	1555	8
5	CC1Nc2nc(NC(=O)C(C)(C)C)[nH]c(=O)c2N(C)C1C (stereo unspecified)	0	99	-2	0.6	1595	-4
6	Cc1ccc(NC(=O)Cn2c(=O)oc3ccccc32)cc1	1	102	5	0.2	1512	0
7	CCN(c1ccccc1)S(=O)(=O)c1ccc(OC)c(NC(=O)CNCC(C)O)c1 (stereo unspecified)	12	89	-1	-0.4	1550	-3
8	O=C(NC1CCCCC1)C(c1cccnc1)N(C(=O)c1ccc(Cl)nc1)C1CCCCC1 (stereo unspecified)	2	101	4	1.3	1476	1
9	O=c1[nH]n2c(=O)c3c([nH]c2c1N=Nc1cccc(Cl)c1)CCC3	-6	110	3	3.4	1701	-4
10	O=C(CCN1C(=O)C2CC=C(Cl)CC2C1=O)Nc1ccccc1O (stereo unspecified)	2	104	4	0.5	1600	3
11	CN1C(=O)C(O)(c2sc(N)nc2-c2ccccc2)c2ccccc21 (stereo unspecified)	3	100	-12	0.3	1632	2
12	Cn1c(C(=O)N2CCCC(C(=O)NCc3ccc4c(c3)OCO4)C2)cc2sccc21 (stereo unspecified)	9	99	-4	2.9	1650	4

nr	STAT1 inh	TLR4 MyD88 comp	ROMK primary	PPARg SRC-1 ag	S1P3 antagonist
1	-6	16	1.1	3	-12
2	-3	-9	x	7	15
3	2	2	x	-5	-4
4	6	4	-0.32	-4	-21
5	-4	2	x	7	-3
6	-10	13	x	0	10
7	-5	-7	-0.14	-7	-11
8	1	-1	x	0	-7
9	4	-7	0.1	4	-12
10	-9	-6	x	5	-1
11	-5	-15	x	9	-5
12	3	-2	x	10	-15

# Remaining list, next part
nr	SMILES	STAT3 inh	STAT3 act	PPARg SRC3 recr	RAM inhibit	SRC2 TRFRET art	PPARg SRC2 recr
13	COc1ccc(C2Nc3ccccc3C(=O)N2Cc2ccccc2)cc1Cn1nnc2ccccc21 (stereo unspecified)	10	101	2	4.5	1726	3
14	Cc1ccc(N2C(=O)NC(NC(=O)C(C)(C)C)(C(F)(F)F)C2=O)cc1 (stereo unspecified)	-5	100	1	0.8	1383	-1
15	O=C(CSc1ccc(-c2cccc([N+](=O)[O-])c2)nn1)N1CCCCCC1	7	103	0	3.9	1537	-5
16	Cc1noc(C)c1COC(=O)C(c1ccccc1)c1ccccc1	11	95	8	2.0	1702	6
17	COc1ccc(-c2nnc(SCc3ncc(-c4ccccc4)o3)o2)cc1	-5	106	6	5.1	1705	3
18	CC1CCN(CC(=O)Nc2nn(-c3ccccc3)nc2C(N)=O)CC1	2	100	5	0.5	1853	-5
19	CC1=NN(c2nc(-c3ccc(C)cc3)cs2)C(=O)C1N=Nc1cccc(O)c1 (stereo unspecified)	-13	112	5	3.5	1606	1
20	O=C(COC(=O)c1cc(S(=O)(=O)N2CCOCC2)ccc1O)NCCc1ccccc1	-12	110	0	0.7	1625	11
21	CN1CCN(c2ccccc2NC(=O)c2ccc(-c3ccccc3)cc2)CC1	4	101	-1	0.4	1667	-4
22	CCc1c(C)sc(NC(=O)c2cc(-c3ccc(OC)c(OC)c3)on2)c1C#N	4	100	-11	4.5	1538	1
23	FC(F)(F)c1cc(-c2ccco2)nc(-n2nnc3ccccc32)n1	12	95	-9	2.2	1409	1
24	S=C(Nc1ccccc1)Nc1nc2ccccc2n1CCOc1ccc(Br)cc1	-1	100	-2	4.3	1648	1

nr	STAT1 inh	TLR4 MyD88 comp	ROMK primary	PPARg SRC-1 ag	S1P3 antagonist
13	-1	5	x	-1	x
14	-6	-3	x	2	-15
15	-7	6	-0.58	0	-6
16	12	-6	-1	0	-5
17	-5	3	0.2	6	-7
18	7	-2	-0.23	10	-28
19	9	10	0.99	2	-2
20	-1	9	1.1	2	x
21	-7	-10	x	4	25
22	0	-6	x	-4	x
23	-7	-1	x	2	8
24	8	11	x	0	10

# Next compounds.
nr	SMILES	STAT3 inh	STAT3 act	PPARg SRC3 recr	RAM inhibit	SRC2 TRFRET art	PPARg SRC2 recr
25	Cc1cc(CNC(=O)c2cc(-c3ccccc3)nc3ccccc23)nn1C	4	98	2	1.2	1707	4
26	CN1CCc2c(sc3ncn4nc(-c5ccccc5O)nc4c23)C1	-98	182*	-2	-1.9	1380	-2
27	CN(CCc1cn[nH]c1)C(=O)CC1C(=O)NCCN1Cc1cccc(Oc2ccccc2)c1 (stereo unspecified)	8	103	6	1.8	1552	0
28	Cc1ccc(NC(=S)N2CCC(N(C)CC3CCCO3)CC2)cc1 (stereo unspecified)	-2	103	2	0.2	1550	-6
29	CCn1cc(Cl)c(C(=O)N2N=C(c3ccc4ccccc4c3)CC2c2ccccc2O)n1 (stereo unspecified)	-4	102	8	4.4	1495	5
30	C=CCn1c(O)c(CN2CCCCC2)c(C)c(C#N)c1=O	7	97	7	1.0	1576	2
31	O=C(Nc1cccc(C(=O)O)c1)/C(=C\c1ccccc1)NC(=O)c1cccc2ccccc12	11	95	-3	3.5	1472	-4
32	Cc1ccc(S(=O)(=O)c2cc3ccccc3nc2N)cc1	4	100	0	1.0	1502	4
33	CC(=O)c1ccc(NC(=S)NNC(=O)c2ccccc2[N+](=O)[O-])cc1	22	88	9	0.1	1596	7
34	Cc1cc(O)c(/C=N/Nc2ccccc2Cl)c(=O)o1	-4	109	4	0.0	1649	8
35	O=C(Cn1cc(C(F)(F)F)cc(Cl)c1=O)Nc1ccc(N2CCOCC2)cc1	-9	108	-1	0.6	1638	-1
36	COc1ccc(CNC(=O)COc2ccc(F)cc2)cc1	2	102	-2	1.2	1522	4

nr	STAT1 inh	TLR4 MyD88 comp	ROMK primary	PPARg SRC-1 ag	S1P3 antagonist
25	-7	7	-0.7	7	4
26	-6	-4	-0.28	-6	x
27	0	-2	0.07	-2	-15
28	-2	9	0.05	12	-7
29	0	2	-0.37	-1	6
30	10	7	0.27	5	3
31	6	12	0.43	-5	17
32	9	3	0.76	8	-11
33	3	-22	0.34	3	-3
34	-8	13	x	8	x
35	-2	2	0.33	9	7
36	-1	3	-0.0039	1	-7

# (more compounds)
nr	SMILES	STAT3 inh	STAT3 act	PPARg SRC3 recr	RAM inhibit	SRC2 TRFRET art	PPARg SRC2 recr
37	COc1cc(-c2c(C#N)c(N)nc3c2CCCC3)ccc1O	11	95	8	3.5	1729	6
38	Cc1noc(C)c1COC(=O)c1cc(=O)[nH]c2ccccc12	5	104	0	2.4	1462	-4
39	Cc1ccccc1NC(=O)c1c(C)nc(SCC(=O)OCc2ccccc2)c(C#N)c1-c1ccc(F)cc1	-6	108	-5	4.0	1588	-2
40	Clc1cncc(Cl)c1NNc1c2ccccc2nc2ccccc12	-4	105	1	-0.5	1609	6
41	CCOC(=O)c1ccc(NC(=S)N(CCN2CCCCCC2)Cc2cccs2)cc1	12	96	1	3.6	1839	4
42	COc1cc(C2c3c(oc4c(C)cc(C)cc4c3=O)C(=O)N2Cc2cccnc2)cc(OC)c1OC (stereo unspecified)	-7	108	0	x	1305	6
43	O=C(Nc1nc(-c2ccccc2)cs1)c1cccc([N+](=O)[O-])c1C(=O)O	23	80	1	3.5	1721	-3
44	COc1ccc(NCC(O)Cn2cnc3c2c(=O)n(C)c(=O)n3C)cc1 (stereo unspecified)	-11	106	-4	-0.4	1660	0
45	CCn1ccnc1CN(C)Cc1cn(-c2ccc(C)cc2)nc1-c1cccc(C)c1	2	101	0	-0.8	1505	4
46	O=C(Nc1nnc(-c2ccncc2)o1)c1cccc(N2C(=O)CCC2=O)c1	16	90	3	1.0	1613	0
47	Cc1cc(C(F)(F)F)n(-c2nc(C(=O)NN)cs2)n1	14	93	-1	1.4	1932	2
48	O=C(CN(c1ccc(F)cc1)S(=O)(=O)c1ccc2c(c1)OCCO2)NCC1CCCO1 (stereo unspecified)	2	99	-6	1.6	1553	-4

nr	STAT1 inh	TLR4 MyD88 comp	ROMK primary	PPARg SRC-1 ag	S1P3 antagonist
37	4	2	x	7	-6
38	1	1	0.29	4	-5
39	0	2	x	1	7
40	6	-5	x	4	-3
41	-6	-4	1.2	8	20
42	-1	1	x	-3	-26
43	6	9	x	4	-12
44	-3	-3	1	6	-7
45	-4	5	x	4	-4
46	-9	19	0.46	-1	-11
47	2	3	-0.099	7	9
48	-4	5	-0.0032	6	-32

# Compounds above that contain a thiophene ring, fused or not:
nr	SMILES	STAT3 inh	STAT3 act	PPARg SRC3 recr	RAM inhibit	SRC2 TRFRET art	PPARg SRC2 recr
4	CC1CCC2(CC1)NC(=O)N(Cc1nnc(-c3cccs3)o1)C2=O (stereo unspecified)	8	96	8	0.9	1555	8
12	Cn1c(C(=O)N2CCCC(C(=O)NCc3ccc4c(c3)OCO4)C2)cc2sccc21 (stereo unspecified)	9	99	-4	2.9	1650	4
22	CCc1c(C)sc(NC(=O)c2cc(-c3ccc(OC)c(OC)c3)on2)c1C#N	4	100	-11	4.5	1538	1
26	CN1CCc2c(sc3ncn4nc(-c5ccccc5O)nc4c23)C1	-98	182*	-2	-1.9	1380	-2
41	CCOC(=O)c1ccc(NC(=S)N(CCN2CCCCCC2)Cc2cccs2)cc1	12	96	1	3.6	1839	4

nr	STAT1 inh	TLR4 MyD88 comp	ROMK primary	PPARg SRC-1 ag	S1P3 antagonist
4	6	4	-0.32	-4	-21
12	3	-2	x	10	-15
22	0	-6	x	-4	x
26	-6	-4	-0.28	-6	x
41	-6	-4	1.2	8	20

# Three compounds from above, arranged by formula weight, highest first.
nr	SMILES	STAT3 inh	STAT3 act	PPARg SRC3 recr	RAM inhibit	SRC2 TRFRET art	PPARg SRC2 recr
39	Cc1ccccc1NC(=O)c1c(C)nc(SCC(=O)OCc2ccccc2)c(C#N)c1-c1ccc(F)cc1	-6	108	-5	4.0	1588	-2
40	Clc1cncc(Cl)c1NNc1c2ccccc2nc2ccccc12	-4	105	1	-0.5	1609	6
47	Cc1cc(C(F)(F)F)n(-c2nc(C(=O)NN)cs2)n1	14	93	-1	1.4	1932	2

nr	STAT1 inh	TLR4 MyD88 comp	ROMK primary	PPARg SRC-1 ag	S1P3 antagonist
39	0	2	x	1	7
40	6	-5	x	4	-3
47	2	3	-0.099	7	9
